From PubChem
Lipid storage S3: qHTS Assay for Lipid Storage Modulators in Drosophila S3 Cells; AID 2685, 2010; Potency in µM for hits, for the others lipid storage change, negative = inhibition, % at the top dose, mostly 46.1 µM; 320,000 compounds, 0.64% hits; Drosophila S3 cells, BODIPY lipid droplet fluorescence, 18-24 h; cells fed with added oleic acid; active = well fitted inhibition curve with a large enough effect in the signal ratio, with a control signal flat, not every such curve was filed as active; inconclusive = small, poorly fitted or top-dose-only effect, or effect the other way, or a change in a side signal; the % refers to the signal ratio
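Laser-scanning cytometry quantifies lipid droplet accumulation (500–530 nm total intensity; droplet/cell object ratio) in oleic acid-fed (400 uM added) Drosophila S3 cells treated with a concentration series. 20 uM Triacsin C defined 100% inhibition.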
Lipid storage S3 cell count max: further read-out of Lipid storage S3, marked with its call; cell number change, %; measured here: cell count max response;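 cells counted by Cell Tracker Red CMTPX staining in the red channel; peak over a dose series mostly up to 46.1 µM; percent activity relative to internal control wells on each plate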
The depositor's hits bear a star; i = inactive; ? = inconclusive; / = no result given; [ ] = another dose, or the depositor's remark. % is scaled to controls: 0 for no effect and ±100 for the full control effect; potency is read from the fitted curve at half-maximal effect. An excerpt; count on the stated rates, not on these rows.

SMILES	Lipid storage S3	Lipid storage S3 cell count max
CCOc1ccc(N/C(=N/c2nc(C)cc(C)n2)NC(C)=O)cc1	26.2%	18.0
CCc1ccccc1N1C(=O)c2ccccc2S1(=O)=O	?	/
O=C(CSc1nc2ccccc2c(=O)[nH]1)Nc1ccccc1O	?	/
CCOCCCN(C)C1CCN(C(=O)c2oc3ccccc3c2NC(=O)c2cccc([N+](=O)[O-])c2)CC1	?	/
COC(=O)C(CCSC)NC(=O)c1cccc([N+](=O)[O-])c1 (centres undefined)	?	/
CNC(=O)c1ccccc1Nc1ccc(SC(F)F)cc1	-10.3%	4.4
CCc1ccc(C(=O)/C=C/c2ccc([N+](=O)[O-])o2)cc1	1.3µM*	-21.1*
Cc1ccccc1-c1cccc([C@@H]2C[C@H]3CN(Cc4cccnc4)C(=O)[C@]34CCCN24)c1	5.3%	10.7
COc1cccc(-c2nn(-c3ccccc3)cc2CN2CCCO2)c1	11.0%	1.8
CSc1ccc(C(c2c(C)[nH][nH]c2=O)c2c(C)[nH][nH]c2=O)cc1	i	0.8
COc1ccc(CC(=O)Nc2ccc(C)cc2O)cc1S(=O)(=O)N1CCOCC1	1.8%[0.0737 µM]	/
NC(=O)N(CCC(=O)O)c1ccccc1	?	/
O=C(O)C/C(=C\c1ccc2c(c1)OCO2)c1nc2ccccc2s1	?	/
CCc1ccc(Nc2nnc(SCC(=O)Nc3cccnc3Cl)s2)cc1	-0.1%	8.0
N#Cc1nc(-c2ccc(F)cc2)oc1NCCCn1ccnc1	4.0%	7.5
CCOc1ccc(N(CC(=O)NC2CCCCCC2)S(=O)(=O)c2c(C)noc2C)cc1	?	/
CC(=O)Nc1cccc(C(=O)NCCc2ccco2)c1	20.2%	7.9
CCc1ccc(/C=N/NC(=O)c2c[nH]c3ccccc23)s1	?	/
Cc1ccc(N(C(=O)c2csnn2)C(C(=O)NC(C)(C)C)c2ccncc2)cc1 (centres undefined)	-0.1%	3.6
CCOC(=O)C(=CNc1cc(Cl)c(-c2ccco2)c(Cl)c1)C(=O)OCC	4.6%	7.0
Cc1nnc(SCC(=O)N2CCC(C(N)=O)CC2)s1	-1.4%	9.2
COc1cc2c(cc1OC)C(c1ccccc1F)NCC2 (centres undefined)	i	10.6
O=C(COC(=O)CCOc1ccccc1)Nc1ccc(Cl)cn1	?	/
COc1ccc(S(=O)(=O)N2CCCCC2)cc1NC(=O)C1CSC2(C)CCC(=O)N12 (centres undefined)	?	/
COc1cc2c(=O)n(Cc3ccco3)c(=O)n(CC(=O)c3ccc(Br)cc3)c2cc1OC	?	/

Full records from above. Values in the order: Lipid storage S3 | Lipid storage S3 cell count max
COC(=O)C(CCSC)NC(=O)c1cccc([N+](=O)[O-])c1 (centres undefined) reads ? | /
COc1cc2c(cc1OC)C(c1ccccc1F)NCC2 (centres undefined) reads i | 10.6
CCOCCCN(C)C1CCN(C(=O)c2oc3ccccc3c2NC(=O)c2cccc([N+](=O)[O-])c2)CC1 reads ? | /
Cc1ccc(N(C(=O)c2csnn2)C(C(=O)NC(C)(C)C)c2ccncc2)cc1 (centres undefined) reads -0.1% | 3.6

Next part.
SMILES	Lipid storage S3	Lipid storage S3 cell count max
N#Cc1cc(Br)ccc1N=C1CCCN1c1ccccc1	?	/
COC(=O)c1c(NC(=O)C2CC2)sc2c1CCCC2	i	/
COc1ccc(N2CCN(C(=O)c3ccccc3Br)CC2)c([N+](=O)[O-])c1	?	/
COc1ccc(NC(=O)CN(c2ccc(OC)c(Cl)c2)S(=O)(=O)c2ccccc2)cc1	?	/
O=C(c1ccccc1NS(=O)(=O)c1ccc(Br)s1)N1CCCC1	?	/
Cc1cc(NC(=O)COC(=O)c2cc3c(s2)CCC(C)C3)no1 (centres undefined)	?	/
COCc1ccc(C(=O)N2CCCC(N(C)CCc3ccc(OC)c(OC)c3)C2)s1 (centres undefined)	?	/
O=C(c1ccc(C(F)(F)F)cc1)C1CCCN(C(=O)CCN2CCCO2)C1 (centres undefined)	-0.5%	-2.0
CCN1C(=O)/C(=C/c2ccc(OC)c(OC)c2)N=C1SCC(=O)NCc1ccco1	?	/
CC(=O)Nc1nc(C(F)(F)F)cs1	-1.6%	1.0
CCc1ccc(/C=N/NC(=O)c2nnn(-c3nonc3N)c2CN2CCc3ccccc32)cc1	?	/
Cn1c(SCC(=O)NNC(=O)Cc2ccccc2)nnc1-c1ccccc1	0.1%	-10.6
COc1ccc(-c2noc(CN(C(=O)c3ccc4c(c3)OCO4)C(C)C)n2)cc1	?	/
O=C(NCCCO)c1ccc2[nH]c3ccccc3c2c1	26.1%	-15.6
COc1cc(C(=O)NCCOc2ccccc2C)cc(OC)c1OC	?	/
CC(=O)c1c(C)[nH]c(C(=O)OCC(=O)c2c(N)n(C)c(=O)n(C)c2=O)c1C	?	/
O=C(Nc1nnc(CCN2CCOCC2)s1)C1CCCCC1	?	/
CCC(=O)n1nc(NCc2ccccc2OC)nc1NCc1ccccc1OC	?	/
COc1ccc2nc(NC(=O)CCN3C(=O)c4ccccc4C3=O)sc2c1	-10.6%	-2.1
O=C(NN1C(=O)c2ccccc2NC1c1ccoc1)c1ccc([N+](=O)[O-])cc1 (centres undefined)	-1.4%	-2.2
S=C(NCc1ccccn1)Nc1ccccc1Cl	?	/
Cc1cc(Nc2ccccc2)nn1C(=O)c1ccc([N+](=O)[O-])cc1	2.5%	-0.1
COc1ccc(Cl)cc1C(=O)N1CCN(Cc2ccc3c(c2)OCO3)CC1	?	/
COc1ccc(C(C)=O)cc1COC(=O)CSC(C)C(=O)Nc1cc(C)on1 (centres undefined)	?	/
Cc1nn(C(C)C(=O)O)c(=O)c2c1sc1ccccc12 (centres undefined)	18.2%	3.4

(further entries)
SMILES	Lipid storage S3	Lipid storage S3 cell count max
O=S(=O)(Cc1ccc(Cl)cc1)c1ccccc1-c1nnc(-c2ccccc2)o1	i	/
Cc1ccc(SCc2ccc(C(=O)Nc3cccc([N+](=O)[O-])c3C)cc2)cc1	20.4%	-14.6
CCN(CC)C(=O)C1CCN(S(=O)(=O)c2cccc3nonc23)CC1	i	/
O=C(CN1CCN(c2ccc(F)cc2)CC1)Nc1ccc2c(c1)OCCO2	?	/
COc1ccc(C2CC(c3ccccc3)=NN2c2ccc(S(N)(=O)=O)cc2)cc1 (centres undefined)	3.6%	/
COc1ccc2c(c1)CCc1c(C(=O)NCC(C)C)noc1-2	4.6%	18.0
O=C(NC(=S)N1CCN(C/C=C/c2ccccc2)CC1)c1ccc(F)cc1	1.8%	6.6
Cc1ccc(NC(=O)CN2C(=O)CC(C)S(=O)(=O)c3ccccc32)cc1 (centres undefined)	?	/
CC1(c2ccccc2Cl)NC(=O)N(CC(=O)Nc2ccc3c(c2)OCO3)C1=O (centres undefined)	23.6%	/
CN1C(=O)N(CN2CCCCC2)C2C1N(C)C(=O)N2CN1CCCCC1 (centres undefined)	?	/
CCCCC(=O)NS(=O)(=O)c1ccc(N=NN2CCCCC2)cc1	1.3%	0.6
CC(C)NC(=O)NNC(=O)c1nn(-c2ccc(F)cc2)ccc1=O	-2.5%	-21.1
CC(=O)/C(=N\Nc1ccccc1Cl)Sc1cccc2cccnc12	?	/
COc1ccccc1-c1cc(C(F)(F)F)nc(S(=O)(=O)CCCC(=O)N2CCCCC2C)n1 (centres undefined)	?	/
CCN(CC)CCN1c2ccccc2Sc2ccc3ccccc3c21	-22.0%	9.3
COc1ccc(C2c3c(ccc4ccccc34)Oc3ncn4nc(-c5ccco5)nc4c32)cc1OC (centres undefined)	8.4%	-2.7
Cc1ccc(OCCSc2nnc(NC(=O)c3ccco3)s2)cc1	?	/
COC(=O)c1c(-c2ccc(F)cc2)csc1NC(=O)c1ccco1	?	/
COc1ccc(C(N)=S)c(OC)c1	?	/
CCOc1ccc(/C=N/NC(=O)COc2ccccc2-c2ccccc2)cc1	?	/
Cc1cc2c(c(=O)o1)C(Cc1ccccc1)C(C#N)=C(N)O2 (centres undefined)	?	/
CCOC1=NS(=O)(=O)c2ccccc21	10.4%	0.9
COc1ccc(NC(=O)c2c(-c3ccccc3Cl)noc2C)c(OC)c1	19.1%	-11.0
O=C(CCNC(=O)c1ccc(Br)cc1)NCc1ccccn1	?	/
COc1ccccc1CNC(=O)CSC(=S)N1CCCC1	?	/

(continued)
SMILES	Lipid storage S3	Lipid storage S3 cell count max
O=C(Cn1cc(C(=O)c2cccs2)c2ccccc21)NCc1ccc2c(c1)OCO2	?	/
N#Cc1c(F)cccc1N1CCOCC1	i	3.8
CC1(C(=O)Nc2ccc3c(c2)OCO3)CC1(Cl)Cl (centres undefined)	?	/
Cc1sc2ncnc(N3CCC(C(=O)Nc4ccc(S(N)(=O)=O)cc4)CC3)c2c1C	?	/
COc1cc(C(=O)NCC2CCCCC2)cc(OC)c1OC	i	/
O=C1CC(N2CCOCC2)=NN1c1ccc([N+](=O)[O-])cc1	?	/
CCCCn1nnc(NC(=O)CC23CC4CC(CC(C4)C2)C3)n1	i	/
Clc1ccc(CSc2nnc([C@@H]3CCCN3)o2)cc1	?	/
CCCc1cc(C(=O)Nc2cc(OC)c(Cl)cc2OC)no1	?	/
O=C(CSc1nc2ccsc2c(=O)n1Cc1ccccc1)NCc1ccco1	i	/
O=C(CC1Sc2ccccc2NC1=O)OC(C(=O)NCCc1ccccc1)c1cccnc1 (centres undefined)	-9.1%	-1.1
O=C(CCN1C(=O)c2ccccc2C1=O)CN1CCOCC1	-0.6%	13.0
NS(=O)(=O)c1ccc(CCNC(=O)Cn2c(=O)c3cccn3c3cccnc32)cc1	?	/
CCCn1c(N)c(C(=O)COC(=O)CNC(=O)c2ccccc2OCC)c(=O)[nH]c1=O	?	/
Cc1ccc(-c2csc3ncnc(Cl)c23)cc1	?	/
O=C(NC(=S)Nc1cc(-c2nc3ccccc3[nH]2)ccc1Cl)c1ccc2c(c1)OCO2	?	/
CC(/C=C/c1ccc2c(c1)OCO2)=N\NC(=O)c1cccc([N+](=O)[O-])c1	?	/
COc1cc(/C=N/NC(=O)c2ccc3c(c2)OCCO3)cc(Cl)c1O	i	/
c1ccc(-c2nnc(SCC3CCCO3)nc2-c2ccccc2)cc1 (centres undefined)	11.0%	1.2
Cc1cc(C(=O)Nc2ccc(S(=O)(=O)N3CCOCC3)cc2)ccc1[N+](=O)[O-]	?	/
C/C(=C\C(=O)c1ccc(Cl)cc1)NCc1ccc2c(c1)OCO2	?	/
COc1ccc(NC(=O)COC(=O)c2ccc([N+](=O)[O-])o2)cc1Cl	i	-20.0
CC(=O)c1cnc(Nc2nc(C)c3cccc(C)c3n2)nc1C	?	/
COc1ccc(Cc2nnc(NC(=O)Nc3ccc(C)cc3)s2)cc1OC	?	/
CCOC(=O)C1(C)NC(c2cccc(C)c2)C2C(=O)N(c3ccccc3)C(=O)C21 (centres undefined)	7.9%	1.7

Next part:
SMILES	Lipid storage S3	Lipid storage S3 cell count max
O=C(Nc1cccc(C(F)(F)F)c1)C1CCCN(S(=O)(=O)c2cnc[nH]2)C1 (centres undefined)	?	/
Cc1cc(-c2n[nH]c(=S)n2/N=C/c2cccc(O)c2)n[nH]1	-5.2%	/
C=CCn1c(SCc2c(C(=O)OC)sc(N)c2C(=O)OC)nnc1-c1ccc(Br)cc1	?	/
Cc1cc(C)nc(NC2=NCCN2C(=S)Nc2c(C)cccc2C)n1	2.3%	/
Cc1ccc(/C=C2\SC(=S)N(C3CCS(=O)(=O)C3)C2=O)o1 (centres undefined)	12.6%	7.4
OCC1(Cc2cccc(Cl)c2)CCCN(Cc2cnn(-c3ccccc3)c2)C1 (centres undefined)	11.7%	-13.9
Cc1cc(C)cc(-n2c(C)cc(/C=N\NC(=O)COc3cccc4cccnc34)c2C)c1	-0.9%	-0.1
CCCCc1ccc(NC(=O)CSC2=C(C#N)C(c3ccco3)C3=C(CCCC3=O)N2)cc1 (centres undefined)	?	/
O=C1Nc2ccc(Br)cc2C1=C1CCCCC1	?	/
CCc1cc(C(=O)Nc2nc(-c3ccccn3)cs2)sc1C	5.17µM*	3.5*
CCOc1ccccc1NC(=O)c1ccc(S(=O)(=O)N(C)C)cc1	?	/
COc1ccc(CCNC(=O)c2ccc(Cl)cc2)cc1OC	?	/
COc1cc(NC(=O)CN2CCN(Cc3ccc4c(c3)OCO4)CC2)cc(OC)c1	i	5.9
N/C(Cc1ccc([N+](=O)[O-])cc1)=N\OC(=O)c1ccccc1F	-0.4%	6.8
COC(=O)c1cc2ccccc2oc1=O	3.0%	6.1
CCn1c2ccccc2c2cc(CN3CCN(Cc4cc(OC)ccc4O)CC3)ccc21	?	/
Cc1ccc(N(CC(=O)NC2CCCC2)C(=O)c2ccc(C)s2)cc1	?	/

Ordered by the number under Lipid storage S3 cell count max (largest number first): 3 from the list above.
| mol | Lipid storage S3 cell count max |
| --- | --- |
| N/C(Cc1ccc([N+](=O)[O-])cc1)=N\OC(=O)c1ccccc1F | 6.8 |
| CCc1cc(C(=O)Nc2nc(-c3ccccn3)cs2)sc1C | 3.5* |
| Cc1cc(C)cc(-n2c(C)cc(/C=N\NC(=O)COc3cccc4cccnc34)c2C)c1 | -0.1 |

Fetched by compound from the entries so far (seven):
SMILES	Lipid storage S3	Lipid storage S3 cell count max
CCCCc1ccc(NC(=O)CSC2=C(C#N)C(c3ccco3)C3=C(CCCC3=O)N2)cc1 (centres undefined)	?	/
COc1cc(NC(=O)CN2CCN(Cc3ccc4c(c3)OCO4)CC2)cc(OC)c1	i	5.9
Cc1cc(C)cc(-n2c(C)cc(/C=N\NC(=O)COc3cccc4cccnc34)c2C)c1	-0.9%	-0.1
COC(=O)c1cc2ccccc2oc1=O	3.0%	6.1
COc1ccc(CCNC(=O)c2ccc(Cl)cc2)cc1OC	?	/
CCOc1ccccc1NC(=O)c1ccc(S(=O)(=O)N(C)C)cc1	?	/
Cc1cc(-c2n[nH]c(=S)n2/N=C/c2cccc(O)c2)n[nH]1	-5.2%	/
